Screening results as filed in PubChem.
FBW7 activator = human FBW7 E3 ligase activation, primary screen; normalized activity (activation), % at 26.1 µM; AlphaScreen FBW7–phospho-cyclin E peptide binding, activator screen; Q969H0; 650,000 compounds, 0.13% hits; in the data active = normalized activity above about 1.9%;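 also: purified mutant Fbw7 with reduced substrate affinity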
GPR151 activ = activates the human receptor GPR151; Q8TDV0; PathHunter beta-arrestin GPR151 cells, luminescence; activation, % at 11.2 µM; 650,000 compounds, 1% hits; in the data active = activation above about 4.9%;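 also: 0% = median of compound wells and 100% = cells with positive control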
Target sequence (Q8TDV0 whole entry, looked up): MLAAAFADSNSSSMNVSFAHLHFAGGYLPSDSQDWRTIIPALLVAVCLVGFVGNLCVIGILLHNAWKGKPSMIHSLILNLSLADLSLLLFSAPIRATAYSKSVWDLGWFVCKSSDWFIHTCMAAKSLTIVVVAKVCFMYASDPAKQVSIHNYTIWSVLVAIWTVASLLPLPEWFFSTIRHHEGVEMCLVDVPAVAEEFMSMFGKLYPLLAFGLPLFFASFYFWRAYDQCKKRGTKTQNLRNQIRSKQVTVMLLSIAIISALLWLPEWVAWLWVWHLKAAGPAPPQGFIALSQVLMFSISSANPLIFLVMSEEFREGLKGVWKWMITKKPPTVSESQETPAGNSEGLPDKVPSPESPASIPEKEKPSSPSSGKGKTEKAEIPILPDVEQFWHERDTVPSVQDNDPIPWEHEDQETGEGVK
TEAD-YAP block = TEAD-YAP interaction inhibition; HEK-TIYL cells, TEAD-Gal4/YAP UAS-luciferase luminescence; inhibition, % at 9.12 µM; 640,000 compounds, 1.4% hits; AID 1259422; in the data active = inhibition above about 32%;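 also: 0% = median of test compound wells and 100% = reference inhibitor wells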
MITF primary = inhibitors of human MITF; AlphaScreen MITF homodimerization, bead proximity signal; inhibition, % at 2.6 µM; 650,000 compounds, 0.91% hits; in the data active = inhibition above about 50%;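 also: 0% = vehicle wells with protein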
Target sequence (O75030 whole entry, looked up): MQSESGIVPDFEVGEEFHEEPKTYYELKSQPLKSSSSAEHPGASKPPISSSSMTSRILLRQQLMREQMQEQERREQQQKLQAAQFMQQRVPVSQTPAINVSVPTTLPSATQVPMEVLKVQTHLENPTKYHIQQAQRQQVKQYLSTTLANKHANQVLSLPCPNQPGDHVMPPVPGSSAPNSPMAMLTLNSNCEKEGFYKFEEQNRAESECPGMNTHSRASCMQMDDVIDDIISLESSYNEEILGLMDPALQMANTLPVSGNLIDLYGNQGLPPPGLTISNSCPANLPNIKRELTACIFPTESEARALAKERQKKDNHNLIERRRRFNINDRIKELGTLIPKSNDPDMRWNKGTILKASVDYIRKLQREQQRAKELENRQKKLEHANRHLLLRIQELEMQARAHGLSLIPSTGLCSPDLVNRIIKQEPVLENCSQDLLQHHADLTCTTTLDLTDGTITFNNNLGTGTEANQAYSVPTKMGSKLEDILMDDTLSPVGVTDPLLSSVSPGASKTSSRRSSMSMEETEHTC
* hit, by the source's call; x = not tested or not shown.

#1 O=C(CSc1nc2[nH]ncc2c(=O)[nH]1)N1CCN(c2ccccc2)CC1
#2 COc1ccccc1S(=O)(=O)N(C)Cc1cccs1
#3 O=C(Nc1c2c(nn1-c1cccc(Cl)c1)CS(=O)(=O)C2)c1ccc(Br)cc1
#4 O=[N+]([O-])c1ccc(O)c(CN2CCCC(O)C2)c1 (stereo unspecified)
#5 COc1ccc(-n2c(SCC(=O)NCc3cccs3)nnc2-c2cccnc2)cc1
#6 O=C(Nc1cc(F)ccc1F)c1cccn(OCc2ccccc2F)c1=O
Screen / compound no.	1	2	3	4	5	6
FBW7 activator	0.0	-0.1	0.1	0.1	0.2	0.1
GPR151 activ	-1.0	0.2	-1.4	-0.1	0.0	-1.4
TEAD-YAP block	11	3	2	7	2	2
MITF primary	5	13	-6	-3	5	-15

#7 Cc1ccc(S(=O)(=O)N2c3ccccc3C3N(CCN4CCCCC4)C2c2ccccc2N3S(=O)(=O)c2ccc(C)cc2)cc1
#8 C=CCSC1=C(C#N)C(c2ccc(Cl)cc2)[C@H](C(=O)OC)C(=O)N1 (stereo partly specified)
#9 Cc1ccc(C)n1NC(=O)c1ccccc1Br
#10 Cc1ccc(S(=O)(=O)Nc2cccc(N(C)S(C)(=O)=O)c2)cc1
#11 CCCC1=NN2C(=O)CC(=O)N=C2S1
#12 CC(=O)Nc1cccc(C2=CC(c3ccco3)n3ncnc3N2)c1 (stereo unspecified)
Screen / compound no.	7	8	9	10	11	12
FBW7 activator	0.0	-0.1	-0.3	-0.3	0.7	-0.1
GPR151 activ	-0.1	-1.7	-0.5	1.6	0.4	0.3
TEAD-YAP block	13	-1	5	-4	1	4
MITF primary	2	-6	-1	-12	12	0

#13 COc1ccc(C)cc1NC(=O)CS(=O)c1ncc(-c2ccccc2)n1C (stereo unspecified)
#14 CCN(CC)S(=O)(=O)c1ccc2[nH]c3nc(SCC(=O)NC4CCCCC4)nnc3c2c1
#15 COc1ccc(S(=O)(=O)N2CCCCCC2)cc1NC(=O)CCCNC(N)=O
#16 OCCC1CN(Cc2cc3c(cc2Cl)OCO3)CCN1C1CCCCC1 (stereo unspecified)
#17 O=C(COC(=O)c1cnc(Cl)c(Cl)c1)NCC1CCCO1 (stereo unspecified)
#18 O=C(NC1CCCCCC1)C1CCN(C(=O)N2CCOc3ccccc32)CC1
Screen / compound no.	13	14	15	16	17	18
FBW7 activator	0.7	0.0	0.1	0.4	0.2	0.2
GPR151 activ	-1.0	2.4	-0.3	0.1	1.8	-0.1
TEAD-YAP block	-8	5	12	8	-4	-4
MITF primary	32	-2	4	9	7	7

Record cards, as listed above. Order of screens: FBW7 activator | GPR151 activ | TEAD-YAP block | MITF primary
Profile of CCN(CC)S(=O)(=O)c1ccc2[nH]c3nc(SCC(=O)NC4CCCCC4)nnc3c2c1 : 0.0 | 2.4 | 5 | -2
Profile of O=C(COC(=O)c1cnc(Cl)c(Cl)c1)NCC1CCCO1 (stereo unspecified) : 0.2 | 1.8 | -4 | 7
Profile of COc1ccc(C)cc1NC(=O)CS(=O)c1ncc(-c2ccccc2)n1C (stereo unspecified) : 0.7 | -1.0 | -8 | 32

Carrying on:
#19 CCCNc1cc(Nc2ccncn2)nc(N)n1
#20 C1=C(CN2CCOCC2)COc2c1cccc2OC[C@H]1CNCCO1
#21 CCOc1ccc(CN2CCC3(CCC(CNC(=O)c4cc(C)nn4C)O3)CC2)cc1 (stereo unspecified)
#22 Brc1ccc(-c2csc(NN=C3CCCC3)n2)cc1
#23 Cc1cc(/C=C(\C#N)C(=O)OCC(=O)NC(=O)NC(C)(C)C)c(C)n1CCC(C)C
#24 COc1ccc(-n2c(=S)[nH]c3cc(C(=O)Nc4ccc(C)c(C)c4)ccc3c2=O)c(OC)c1
Screen / compound no.	19	20	21	22	23	24
FBW7 activator	0.1	-0.1	0.2	0.2	0.1	-0.1
GPR151 activ	18*	-2.1	-1.1	1.8	0.3	3.3
TEAD-YAP block	-4	x	11	-2	1	5
MITF primary	2	-7	21	-7	-5	-3

#25 Cc1ccc2nc(Nc3nc(C)c(C)c(=O)[nH]3)nc(C)c2c1
#26 O=C(CNC(=O)c1ccco1)N/N=C/c1cc(I)ccc1O
#27 CC(C)N(c1nnc(NC(=O)c2ccc(Cl)cc2Cl)s1)C(C)C
#28 COC(=O)C1=C(C)NC2=C(C(=O)CC(c3ccc(Cl)cc3)C2)C1c1ccc(N(C)C)cc1 (stereo unspecified)
#29 Cc1ccc(-n2c(SCC(=O)Nc3ccc(C)c(C)c3)nc3[nH]ncc3c2=O)cc1
#30 COc1ccccc1C1(NC(=O)CCc2c(C)noc2C)CCCC1
Screen / compound no.	25	26	27	28	29	30
FBW7 activator	-0.1	-0.2	1.1	-0.2	0.0	-0.2
GPR151 activ	0.1	1.1	-1.2	-0.6	-0.2	1.2
TEAD-YAP block	-32	2	-2	7	27	-5
MITF primary	4	5	22	2	7	-4

#31 N/C(=N\OC(=O)COc1ccc2ccccc2c1Br)c1ccccn1
#32 CCOc1ccc(NC(=O)c2c(NCc3cccs3)sc3c2CCCCC3)cc1
#33 CC(=O)N1CCN(c2ccccc2NC(=O)c2ccccc2)CC1
#34 O=C(Nc1cccc(O)c1)c1cnn2c(C(F)(F)F)cc(-c3cccs3)nc12
#35 CCOC(=O)c1ccc(NC(=O)COc2ccc(OC)cc2)cc1
#36 COC(=O)C1=C(N)N(c2ccc(F)cc2)C2=C(C(=O)CCC2)C1c1ccc2c(c1)OCO2 (stereo unspecified)
Screen / compound no.	31	32	33	34	35	36
FBW7 activator	0.1	0.4	0.9	0.0	0.0	0.0
GPR151 activ	-1.5	0.2	-0.6	-1.8	0.7	1.7
TEAD-YAP block	-57	5	6	-8	7	-15
MITF primary	17	11	16	-3	-3	-2

#37 Cc1ccc(-c2nnn(CC(=O)N(CC(=O)NC3CCCC3)Cc3ccco3)n2)o1
#38 COc1ccccc1C(=O)Nn1c(-c2ccc(C)c(C)c2)nc2ccccc2c1=O
#39 Cc1cc(-c2nnc(NC(=O)C(C)(C)C)o2)nn1C
#40 COc1ccc(C(=O)Nc2cc3nn(-c4ccc(C)cc4)nc3cc2C)cc1Cl
#41 Cc1cccc(NC(=O)Nc2cnn(-c3cccc(C(=O)Nc4cccc(C(C)(C)C)c4)c3)c2)c1
#42 CCCN1Cc2cccc(C(=O)Nc3ccccc3C(=O)OC)c2C1=O
Screen / compound no.	37	38	39	40	41	42
FBW7 activator	0.1	0.3	-0.8	1.1	0.4	-0.3
GPR151 activ	0.8	0.0	-0.8	1.9	-0.5	0.0
TEAD-YAP block	9	5	1	11	0	-6
MITF primary	1	20	-20	11	4	-2

#43 COc1ccccc1N1C(=O)CC(N(CCC23CC4CC(CC(C4)C2)C3)C(C)=O)C1=O (stereo unspecified)
#44 FC(F)Sc1ccc(Nc2n[nH]c(=S)s2)cc1
#45 c1ccc(CNc2nc(Nc3ncccn3)nc3c2ncn3C2CCCCC2)cc1
#46 CCN(CC)c1ccc(/C=N/NC(=O)CCc2ccccc2)c(O)c1
#47 Nc1nonc1/C(=N\OCc1ccc(Cl)cc1Cl)N1CCOCC1
#48 COc1cc(C)nc(N(C)S(=O)(=O)c2ccc(C)cc2)n1
Screen / compound no.	43	44	45	46	47	48
FBW7 activator	0.2	-0.2	0.0	0.1	0.9	0.6
GPR151 activ	-0.7	1.9	2.7	0.5	-0.7	0.5
TEAD-YAP block	-5	-43	8	4	6	14
MITF primary	0	3	7	18	-2	10

#49 CCOC(=O)c1cc(-c2nnc(-c3ccc(OC)c(OC)c3)o2)c(C)nc1C
#50 Cc1nc2cnc(-c3ccc(N4CCOCC4)cc3)cn2c1NC(=O)c1ccccc1
#51 O=C1Nc2cc(Cl)ccc2Oc2cc([N+](=O)[O-])cc(Oc3ccccc3Br)c21
#52 O=C(CCc1ccccc1)Nc1ccc2c3c(cccc13)C(=O)NC2=O
#53 COC(=O)C1=C(C(=O)OC)SC(=C2C(=S)C(C)(C)N(C(=O)c3ccccc3Cl)c3ccc(OC)cc32)S1
#54 COc1ccc(C(=O)n2c(=O)oc3ccc(Cl)cc32)cc1
Screen / compound no.	49	50	51	52	53	54
FBW7 activator	0.2	0.0	-0.1	0.2	0.1	0.0
GPR151 activ	2.6	0.9	0.8	3.8	-0.9	0.1
TEAD-YAP block	1	-14	-3	9	-8	-47
MITF primary	-14	-1	12	6	0	-6

Reprinted at random: six records from the list
#52 O=C(CCc1ccccc1)Nc1ccc2c3c(cccc13)C(=O)NC2=O
#53 COC(=O)C1=C(C(=O)OC)SC(=C2C(=S)C(C)(C)N(C(=O)c3ccccc3Cl)c3ccc(OC)cc32)S1
#51 O=C1Nc2cc(Cl)ccc2Oc2cc([N+](=O)[O-])cc(Oc3ccccc3Br)c21
#49 CCOC(=O)c1cc(-c2nnc(-c3ccc(OC)c(OC)c3)o2)c(C)nc1C
#50 Cc1nc2cnc(-c3ccc(N4CCOCC4)cc3)cn2c1NC(=O)c1ccccc1
#54 COc1ccc(C(=O)n2c(=O)oc3ccc(Cl)cc32)cc1
Screen / compound no.	52	53	51	49	50	54
FBW7 activator	0.2	0.1	-0.1	0.2	0.0	0.0
GPR151 activ	3.8	-0.9	0.8	2.6	0.9	0.1
TEAD-YAP block	9	-8	-3	1	-14	-47
MITF primary	6	0	12	-14	-1	-6

(list continues)
#55 Cc1ccc(-c2cc(C(F)(F)F)n3nc(C(=O)Nc4cc(C(F)(F)F)ccc4Cl)cc3n2)cc1
#56 CCCCCCOc1ccc(N2C(=O)CC(N(Cc3ccc4c(c3)OCO4)C(=O)c3ccc(Cl)cc3)C2=O)cc1 (stereo unspecified)
#57 C=CCNS(=O)(=O)c1nc2nc(C)cc(C)n2n1
#58 CCOc1cc(C(=O)Nc2ccc(OC)c(OC)c2)cc(OCC)c1OCC
#59 CCOC(=O)c1c(NC(=O)/C=C/c2ccc(C)cc2)sc(C(C)=O)c1C
#60 CNC(=O)Cn1c(CO)cnc1SCc1ccccc1
Screen / compound no.	55	56	57	58	59	60
FBW7 activator	0.2	-0.1	0.1	-0.1	0.6	0.1
GPR151 activ	0.2	1.5	-0.6	0.7	-0.8	-0.8
TEAD-YAP block	11	-7	1	1	-2	-5
MITF primary	14	-6	8	10	12	28

#61 O=C(Nc1ncc(Cc2cccc([N+](=O)[O-])c2)s1)c1sc2ccccc2c1Cl
#62 O=C(CCc1ccccc1)Nc1ccccc1I
#63 S=C(NCc1ccco1)Nc1ccc(I)cc1
#64 CCOC(=O)c1ccccc1NC(=O)c1cc(Cl)ccc1[N+](=O)[O-]
#65 O=C(CCc1nc2cccnc2n1Cc1cccs1)NCc1ccccc1Cl
#66 Cc1ccc(S(=O)(=O)N(CC(N)=O)Cc2ccc(Br)cc2)cc1
Screen / compound no.	61	62	63	64	65	66
FBW7 activator	-0.1	0.4	0.0	0.6	-0.1	0.1
GPR151 activ	0.8	-0.9	2.5	1.0	3.1	0.3
TEAD-YAP block	-12	-17	-14	1	-4	4
MITF primary	-2	1	16	4	1	-4

#67 COc1cccc(NS(=O)(=O)c2ccc3c(c2)n(C)c(=O)c(=O)n3C)c1
#68 COc1ccc(C(=O)N2CCC3(CC2)NC(=O)c2ccccc2O3)cc1OC
#69 CC(=O)Oc1ccc(/C=C(/NC(=O)c2ccco2)C(=O)Nc2ccc([N+](=O)[O-])cc2)cc1
#70 CCC(C)NC(=O)CC(NS(=O)(=O)c1ccc(OC)cc1)C(C)C (stereo unspecified)
#71 COc1cccc(NC(=O)CN2C(=O)C3CCCN3C(=O)c3ccccc32)c1 (stereo unspecified)
#72 CCOc1ccc(C2C(C(N)=O)=C(C)Nc3ncnn32)cc1OC (stereo unspecified)
Screen / compound no.	67	68	69	70	71	72
FBW7 activator	-0.1	0.0	0.0	-0.1	-0.1	-0.2
GPR151 activ	1.6	0.1	1.6	-0.6	-0.5	-0.9
TEAD-YAP block	-5	5	-24	-4	-2	-10
MITF primary	-10	8	-2	8	-14	1
